M. tuberculosis = growth inhibition of non-replicating M. tuberculosis (AID 488890). inhibition, % at 25 µM; hits with a dose series show IC50 in µM. hit rate 0.39% among 320,000. Mycobacterium tuberculosis non-replicating, growth inhibition; higher % means a stronger effect; in the data active = a potency from the dose series; inconclusive = inhibition mostly from about 82% at the one dose, without a potency; inactive = the rest, 99 in 100 with inhibition below about 76%;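 also: plate controls were DMSO cells for no effect and high antibiotic wells for full effect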
H1N1 NS1A inhibition = H1N1 influenza NS1A inhibitors, functional cell based assay (AID 504329); NS1A functional cell-based assay, percent inhibition; higher % means a stronger effect; hit rate 0.3% among 340,000; inhibition, % at 12.5 µM, or IC50 in µM where a hit was titrated; in the data active = a potency from the dose series; inconclusive = inhibition above about 27% without an active follow-up result; also: strong numbers were not always called active
Salmonella PhoP GFP = PhoP regulon inhibitors, Salmonella typhi PhoP promoter GFP reporter, confirmatory (AID 1850). hit rate 0.33% among 310,000. Salmonella Typhi PhoP-promoter GFP reporter, fluorescence, 4 h; higher % means a stronger effect. inhibition, % at 50 µM, or IC50 in µM where a hit was titrated; in the data active = a potency from the dose series; inconclusive = inhibition mostly from about 25% at the one dose, without a potency; inactive = the rest, 99 in 100 with inhibition below about 19%;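 also: 0% = induced wells with vehicle and 100% = uninduced wells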
VEEV TC-83 Vero = inhibitors of VEEV TC-83 cytopathic effect, confirmation, Vero cells (AID 588727); Vero cells, VEEV TC-83 cytopathic effect inhibition; higher % means a stronger effect; one-dose inhibition, % at 20 µM; IC50 in µM for titrated hits; hit rate 0.13% among 350,000; in the data active = a potency from the dose series; inconclusive = inhibition mostly from about 14% at the one dose, without a potency; inactive = the rest, 99 in 100 with inhibition below about 12%; also: strong numbers were not always called active
H37Rv inhibition = M. tuberculosis growth inhibition, HTS (AID 449762); M. tuberculosis H37Rv growth inhibition, 7H9 media; higher % means a stronger effect; inhibition, % at 25 µM; hits with a dose series show IC50 in µM; hit rate 0.59% among 330,000; in the data active = a potency from the dose series; inconclusive = inhibition above about 70% without an active follow-up result;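 also: bacterial growth assessed after seven days of incubation; strong numbers were not always called active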
Numbers without * were called inactive; i = inactive; ? = inconclusive; / = not tested or not shown.

item | molecule | H37Rv inhibition | Salmonella PhoP GFP | VEEV TC-83 Vero | M. tuberculosis | H1N1 NS1A inhibition
1 | COc1ccccc1C(=O)n1nc(-c2ccco2)nc1SC | 1% | 8% | 0.6% | 3% | 4%
2 | CC1(C)CC(=O)C2=C(C1)N(Cc1ccco1)C(=O)C2(NC(=O)c1ccc(Cl)cc1Cl)C(F)(F)F (centres undefined) | 4% | 4% | 1.8% | 23% | 3%
3 | Cc1cc(/C=C(\C#N)c2nc3ccccc3[nH]2)c(C)n1C | -7% | -28% | 1.4% | 16% | 0%
4 | CCOc1ccc(CCNC(=O)c2sc3nc4n(c(=O)c3c2C)CCC4)cc1OCC | -8% | -6% | 6.1% | 10% | -6%
5 | CCCCOc1ccc(C2(C)NC(=O)NC2=O)cc1 (centres undefined) | -1% | 4% | 0.3% | 4% | 2%
6 | CC(C)Cc1nc2sc3c(=O)[nH]cnc3c2c2c1CCCC2 | 1% | -1% | 0.6% | 12% | -3%
7 | CC(=O)NC1(C(F)(F)F)C(=O)N(Cc2ccccc2)C2=C1C(=O)CC(C)(C)C2 (centres undefined) | -1% | -8% | 2.1% | 6% | 2%
8 | CN(C)CCNC(=O)c1cc(Sc2ccc(F)cc2)nc2ccccc12 | -12% | 6% | / | 3% | /
9 | Cc1ccc(CSc2nnc(CCNC(=O)OC(C)(C)C)o2)cc1 | 7% | -7% | i | 57% | -20%
10 | COCCN(Cc1cc2cc(C)ccc2[nH]c1=O)S(=O)(=O)c1ccc(Cl)cc1 | 4% | 6% | 1.0% | 19% | 7%

Next section; it opens with the 3 that closed the last part.
item | molecule | H37Rv inhibition | Salmonella PhoP GFP | VEEV TC-83 Vero | M. tuberculosis | H1N1 NS1A inhibition
8 | CN(C)CCNC(=O)c1cc(Sc2ccc(F)cc2)nc2ccccc12 | -12% | 6% | / | 3% | /
9 | Cc1ccc(CSc2nnc(CCNC(=O)OC(C)(C)C)o2)cc1 | 7% | -7% | i | 57% | -20%
10 | COCCN(Cc1cc2cc(C)ccc2[nH]c1=O)S(=O)(=O)c1ccc(Cl)cc1 | 4% | 6% | 1.0% | 19% | 7%
11 | CCOC(=O)N1CCN(c2ncc(C(F)(F)F)cc2Cl)CC1 | -3% | -1% | i | 15% | -16%
12 | COc1ccc(CN2CCN(C(=O)CC(C)C)CC2)cc1OC | -1% | -21% | i | -1% | 0%
13 | N#CC1=C(N)Oc2n[nH]c(-c3ccncc3)c2C1c1ccsc1 (centres undefined) | -2% | -14% | 0.8% | 2% | 0%
14 | CC(=O)Nc1ccc(N2C(=O)CC(Sc3nc(C)cc(C)n3)C2=O)cc1 (centres undefined) | -1% | 0% | 2.0% | 4% | -3%
15 | CN(C)C(=O)C(Sc1ccc(S(=O)(=O)N2CCCC2)cn1)c1ccccc1 (centres undefined) | 0% | / | 3.6% | 38% | -13%
16 | CCOc1ccc(NC(=O)c2cccc3c2C(=O)N(CC2CCCO2)C3)cc1 (centres undefined) | -2% | 0% | 7.7% | 19% | 6%
17 | CCCCSc1nnc(-c2ccc(NC(=O)CCc3ccccc3)cc2)n1C | -14% | 0% | i | 3% | -6%
18 | COc1cc(C2C(C#N)=C(N)Oc3cc(C)n(CCc4ccccc4)c(=O)c32)cc2c1OCO2 (centres undefined) | -7% | 5% | 1.3% | -13% | -20%
19 | CC(=O)c1c(C(C)=O)c(C)n(Cc2ccccc2)c1C | -2% | 1% | i | -1% | -1%
20 | CC(=O)N1CCN(C(=O)C(Cc2ccccc2)NC(=O)c2ccccc2)CC1 (centres undefined) | -2% | / | i | 1% | -15%
21 | O=C(N/N=C/c1cc(Br)c(O)c([N+](=O)[O-])c1)C(O)(c1ccccc1)c1ccccc1 | 1% | 5% | 7.3% | 44% | /
22 | CCC(C)NC(=O)CN(c1ccc(OC)cc1)S(=O)(=O)c1ccc(NC(C)=O)cc1 (centres undefined) | -7% | -12% | 7.5% | 27% | 4%
23 | COc1ccc(NC(=O)NCc2cccnc2)c(OC)c1 | -4% | -8% | i | -6% | -3%
24 | N=c1n(CCN2CCCCC2)c2ccccc2n1CC(=O)c1cccs1 | 2% | 23% | 0.7% | 3% | 14%
25 | COc1ccc(CNC(=O)C(c2ccc(C)o2)N(C(=O)c2snc(C(N)=O)c2N)c2ccccc2OC)cc1 (centres undefined) | 3% | -17% | 2.5% | 12% | 7%
26 | C=C[C@]1(C)C=C2CC[C@H]3[C@@](C)(CCC[C@@]3(C)C(=O)O)[C@@H]2CC1 | 4% | / | 0.3% | 44% | 5%
27 | N/C(=N\[N+](=O)[O-])N/N=C/c1ccc(O)cc1 | 9% | ? | 0.1% | 2% | 0%
28 | CCCCn1c(N)c(N(CCOC)C(=O)CCNC(=O)NC23CC4CC(CC(C4)C2)C3)c(=O)[nH]c1=O | / | / | 2.3% | / | -8%
29 | CC(C)NC(=O)N(C)C[C@@H]1Oc2c(NS(=O)(=O)c3ccccc3)cccc2C(=O)N([C@@H](C)CO)C[C@@H]1C | 3% | / | 0.3% | 16% | -10%
30 | Cc1ccc(-n2nnnc2SCC(=O)Nc2ncc(Cc3ccccc3Cl)s2)cc1 | 8% | 4% | i | -5% | 0%
31 | Cc1ccc(C(=O)NNC(=O)C2CCN(c3ncccn3)CC2)cc1 | -4% | 5% | 1.4% | -1% | -2%
32 | Cc1ccccc1NCC(=O)N/N=C\c1ccc2c(c1)OCO2 | 7% | -3% | 1.2% | 9% | -7%
33 | Cc1ccc(OCCNC(=O)Cc2ccc(S(=O)(=O)N3CCOCC3)s2)cc1 | 15% | 14% | 5.5% | 28% | -2%
34 | NS(=O)(=O)c1ccc(Cl)cc1[N+](=O)[O-] | 1% | 17% | 0.9% | 0% | -10%
35 | NC(=O)C1=C[C@H](c2ccccc2)C[C@H](OCc2ccc(CO)cc2)O1 | -7% | -3% | 0.3% | 1% | 6%
36 | CCc1ccc(NC(=O)CCCN2C(=S)NC(C)(C)CC2C)cc1 (centres undefined) | -4% | -7% | i | 9% | 1%
37 | Cc1cccc(/C=N/NC(=O)c2cc(-c3cccnc3)nc3c2c(C)nn3-c2ccccc2)c1 | 18% | 4% | 8.0% | 0% | 1%
38 | Brc1ccccc1/C=N/Nc1ccc2ccccc2n1 | ? | 4% | 6.9% | 59% | 9%
39 | COCc1c(C(=O)OCC(=O)c2c(N)n(CC(C)C)c(=O)n(C)c2=O)oc2ccccc12 | 10% | -4% | 10% | 16% | 13%
40 | COc1ccc(NS(=O)(=O)c2ccc(N3CCOCC3)c(NC(=O)c3ccc(F)cc3)c2)cc1 | 4% | 6% | 1.5% | 2% | -3%

4 compounds out of the list, sorted by SMILES length, lowest first:
item | molecule | H37Rv inhibition | Salmonella PhoP GFP | VEEV TC-83 Vero | M. tuberculosis | H1N1 NS1A inhibition
34 | NS(=O)(=O)c1ccc(Cl)cc1[N+](=O)[O-] | 1% | 17% | 0.9% | 0% | -10%
32 | Cc1ccccc1NCC(=O)N/N=C\c1ccc2c(c1)OCO2 | 7% | -3% | 1.2% | 9% | -7%
36 | CCc1ccc(NC(=O)CCCN2C(=S)NC(C)(C)CC2C)cc1 (centres undefined) | -4% | -7% | i | 9% | 1%
31 | Cc1ccc(C(=O)NNC(=O)C2CCN(c3ncccn3)CC2)cc1 | -4% | 5% | 1.4% | -1% | -2%

Remaining list, next part:
item | molecule | H37Rv inhibition | Salmonella PhoP GFP | VEEV TC-83 Vero | M. tuberculosis | H1N1 NS1A inhibition
41 | CC(C)(C)NC(=O)COC(=O)c1ccccc1Oc1ccccc1 | -3% | 4% | 0.6% | 8% | -16%
42 | Cc1nn(-c2ccccc2)c(Cl)c1C(=O)Nc1nnc(C2CCCC2)s1 | 39% | -11% | 7.6% | / | 2%
43 | O=C(CSc1ncnc2sccc12)Nc1ccc(S(=O)(=O)N2CCOCC2)cc1 | / | / | 7.8% | / | 2%
44 | O=C1CC2C(=O)NCCN2C(=NC(=O)c2ccc(Cl)cc2)N1 (centres undefined) | -4% | -4% | 2.1% | -7% | 4%
45 | CCCCC(=O)Nc1ccc2c(c1)nc(CCN1CCN(c3ccccn3)CC1)n2C | -7% | -1% | 1.0% | 60% | -3%
46 | COc1ccc(NC(=O)c2ccc(S(=O)(=O)N3CCCCCC3)cc2)c(OC)c1 | -5% | 0% | 1.5% | 27% | 6%
47 | CCOC(=O)C1=C(O)/C(=C/c2cc(OC)c(OC)c(OC)c2)N=C1C | -10% | 3% | 0.6% | 3% | -4%
48 | COC(=O)c1cn(CCOc2ccccc2)c2ccccc12 | 8% | 8% | 5.1% | 4% | -9%
49 | CCS(=O)(=O)C(=C(Nc1ccc(OC)cc1)Nc1ccc(OC)cc1)S(=O)(=O)CC | -4% | -4% | i | -1% | 3%
50 | Cc1cc(NC(=O)c2noc3c2CCCC3)no1 | 0% | -3% | 2.5% | 4% | 2%
51 | Cc1ccc(-n2nnnc2SC(C)C(=O)NCC(=O)Nc2ccc(F)c(F)c2F)c(C)c1 (centres undefined) | -5% | -6% | 4.5% | 6% | -4%
52 | O=C(N/N=C/c1ccc(Cl)cc1Cl)C(=O)NC1CC1 | -8% | -7% | 1.3% | 0% | -3%
53 | CCOc1ccc(C2=Nn3c(nnc3-c3ccccc3OC)SC2)cc1 | ? | 12% | 2.7% | 24% | 6%
54 | CC1(C)C(=O)OC(C(=O)c2ccc(C(C)(C)C)cc2)C(C)(C)C1=O (centres undefined) | -4% | 4% | 0.9% | -1% | -2%
55 | CC(CN1CCCC1)OC(=O)c1ccc(Br)cc1 (centres undefined) | 5% | -6% | i | / | -10%
56 | CC1CC(C)CN(CCCNC(=O)c2csc3c2CCCCC3)C1 (centres undefined) | -2% | -2% | 5.5% | 1% | -4%
57 | CCc1cccc(CC)c1NC(=S)NC(C)c1ccccc1 (centres undefined) | 1% | 6% | i | 67% | 1%
58 | CC1CN(C(=O)c2ccc(N3CCCCC3)c([N+](=O)[O-])c2)CC(C)O1 (centres undefined) | 3% | -5% | 0.1% | 11% | -7%
59 | Cc1cccc(NC(=O)CSc2nnc([C@@H](N)Cc3c[nH]c4ccccc34)o2)c1C | 1% | 5% | 1.7% | -4% | 4%
60 | COc1ccc(C2=C(SC)CC2=NC(C)(C)C)cc1 | -3% | 0% | 0.3% | 12% | -8%
61 | CC(C)c1ccc2[nH]c3c(c2c1)CCC/C3=N\NC(=O)c1ccncc1 | ? | 5% | 5.2% | 8.7µM* | -2%
62 | CCN(CC)C(=O)c1sc(NC(=O)C(C)C)c(C#N)c1C | -4% | 2% | 1.0% | 1% | -7%
63 | Cc1ccc(CCNC(=O)CSCc2ccc(F)cc2)cc1 | -5% | -6% | i | 69% | -11%
64 | COc1cc(NC(=O)c2ccco2)c(OC)cc1NC(=O)CSc1nnc(-c2cccs2)n1C | 5% | 2% | 1.8% | 29% | -7%
65 | CS(=O)(=O)c1ccc(C(=O)N2CCC(C(=O)O)(c3ccccc3)CC2)cc1 | -1% | 12% | 0.7% | 7% | 3%
66 | CCNc1nc(NCc2ccccc2)nc(SCC(=O)Nc2ccccc2)n1 | 8% | 1% | 9.4% | 26% | 8%
67 | COCc1nc(-c2cc(Br)ccc2OC)no1 | -5% | -3% | 0.3% | 1% | -10%
68 | O=C(CSc1nnc(-c2ccncc2)n1CC1CCCO1)Nc1nccs1 (centres undefined) | -10% | 1% | 0.2% | 10% | -1%
69 | C/C(=C\c1ccccc1)C1Nc2cccc3cccc(c23)N1 | 13% | / | / | 33% | /
70 | CCOc1ccccc1OCCCC(=O)Nc1ccc(OC)nc1 | 5% | -14% | i | -2% | -11%
71 | CCc1nn(CC(=O)NCCCN2CCOCC2)c(=O)c2cc3sccc3n12 | 5% | 5% | 3.4% | -10% | 6%
72 | CC(=O)c1ccc(N2CCN(C(=O)c3ccc(NC(=O)C4CCCO4)cc3)CC2)cc1 (centres undefined) | 0% | -4% | 5.4% | 0% | 4%
73 | COc1ccccc1NC(=O)c1cc2ccccc2o/c1=N\O | -1% | 11% | 23% | ? | -14%
74 | CCCCCn1c(=O)[nH]c2cc(C(=O)NCCN3CCOCC3)ccc2c1=O | -8% | -10% | 2.2% | 5% | 6%
